# NCOA1 inh: human NCOA1 inhibition. Q15788. HEK293 GAL4-SRC1 luciferase reporter, luminescence. inhibition, % at 3.6 µM. 0.12% of 360,000 active. AID 588354;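 active means inhibition above the campaign mean plus 3 SD, with each screening campaign given its own cutoff, cut at about 60% in these data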;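 further: 0% = DMSO treated cells and 100% = gossypol at 36 µM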
# NOD2 RIPK2 PPI: NOD2-RIPK2 protein interaction inhibition; CHO BLA complementation NOD2-RIPK2, CCF4 ratio; inhibition, % at 4.98 µM; 0.38% of 360,000 active; AID 624267; in the data active means inhibition above about 21%;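 further: 0% = vehicle only and 100% = reference blocker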
# NR5A2 inv ag: inverse agonists of human LRH-1 (NR5A2). O00482. HEK293T StAR-luciferase reporter, LRH-1 transfected, 24 h. inhibition, % at 3.6 µM. 0.13% of 360,000 active;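 active means inhibition above the mean inhibition of all tested compounds plus 3 SD, cut at about 73% in these data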;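 further: 0% = DMSO wells and 100% = reporter-only cells lacking LRH-1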
# Target sequence (O00482 whole entry, looked up): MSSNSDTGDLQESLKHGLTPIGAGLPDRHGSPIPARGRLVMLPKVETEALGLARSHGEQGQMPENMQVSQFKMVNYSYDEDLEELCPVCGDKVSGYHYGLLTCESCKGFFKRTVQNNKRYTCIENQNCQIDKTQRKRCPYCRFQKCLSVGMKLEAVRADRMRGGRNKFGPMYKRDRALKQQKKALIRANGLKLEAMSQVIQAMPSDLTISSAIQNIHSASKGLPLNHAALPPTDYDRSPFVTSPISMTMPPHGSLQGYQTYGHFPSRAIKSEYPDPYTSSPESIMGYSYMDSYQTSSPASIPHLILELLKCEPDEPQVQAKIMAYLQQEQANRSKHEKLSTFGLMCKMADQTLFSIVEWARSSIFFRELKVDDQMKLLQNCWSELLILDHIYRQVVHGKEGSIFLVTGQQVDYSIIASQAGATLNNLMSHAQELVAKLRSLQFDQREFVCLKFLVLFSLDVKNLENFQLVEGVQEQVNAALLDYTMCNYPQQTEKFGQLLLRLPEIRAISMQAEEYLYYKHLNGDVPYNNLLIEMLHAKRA
# TLR9-MyD88 block: inhibitors of human TLR9-MyD88 binding | AID 504734 | CHO BLA complementation TLR9-MyD88, CCF4 FRET ratio | inhibition, % at 4.98 µM | Q9NR96+Q99836 | 0.21% of 340,000 active;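 active means inhibition above the mean over all tested compounds plus 3 SD, cut at about 21% in these data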;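 further: 0% = DMSO only wells and 100% = clavulanate BLA inhibitor control wells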
# NCOA2 inhibitor: inhibits human steroid receptor coactivator 2 | 0.17% of 370,000 active | HEK293 GAL4-SRC2 luciferase reporter, luminescence | AID 651957 | inhibition, % at 9 µM;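 active means inhibition above the mean inhibition of all tested compounds plus 3 SD, set per campaign, cut at about 52% in these data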;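 further: 0% = DMSO treated cells and 100% = cells given Gossypol at 36 µM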
# TROY NFkB inh: blocks TROY-dependent signaling in reporter cells; Q293 LMP1-TROYcd NF-kB luciferase reporter, 4 h; inhibition, % at 10 µM; 0.98% of 360,000 active;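 active means compounds whose plate-normalised and pattern-corrected inhibition of the luciferase reporter signal at the single screening dose is 50% or more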
# TWEAK Fn14 block: TWEAK-Fn14 signaling inhibition | TWEAK-stimulated Fn14 reporter cells, luciferase luminescence, 8 h | inhibition, % at 10 µM | 2% of 360,000 active | AID 1159606; in the data active means inhibition above about 50%
# TRAIL sens C8: sensitizes caspase-8 expressing cells to TRAIL | NB7+C8 cells + TRAIL, ATPlite viability luminescence | inhibition (viability loss, TRAIL sensitization), % at 10 µM | 1% of 360,000 active | AID 624354;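 active means compounds causing at least 50% loss of cell viability in the single-dose screen, relative to plate controls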
# COUP-TFII inh: NR2F2 (human) inhibition, primary screen; 0.7% of 370,000 active; HEK293T NGFI-A luciferase reporter, luminescence; AID 686940; inhibition, % at 8.6 µM;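 active means inhibition above a per-plate cutoff, mean inhibition of test wells between control levels plus 3 SD, cut at about 38% in these data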;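 further: cells cotransfected with COUP-TFII expression vector driving the NGFI-A reporter; 0% = median of COUP-TF2 test wells and 100% = reporter-only cells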
# Target sequence (P24468 whole entry, looked up): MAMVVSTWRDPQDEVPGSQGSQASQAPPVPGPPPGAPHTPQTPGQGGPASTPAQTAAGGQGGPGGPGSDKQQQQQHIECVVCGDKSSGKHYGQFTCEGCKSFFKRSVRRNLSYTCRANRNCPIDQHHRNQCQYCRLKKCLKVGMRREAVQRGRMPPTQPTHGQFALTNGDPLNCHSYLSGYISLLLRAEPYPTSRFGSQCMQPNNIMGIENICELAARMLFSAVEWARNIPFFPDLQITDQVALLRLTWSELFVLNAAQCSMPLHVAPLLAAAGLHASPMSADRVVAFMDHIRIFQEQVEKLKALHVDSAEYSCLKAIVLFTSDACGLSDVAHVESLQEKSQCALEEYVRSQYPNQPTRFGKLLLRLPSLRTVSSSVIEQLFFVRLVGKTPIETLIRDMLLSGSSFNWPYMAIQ
# EBV LMP1 NFkB: Epstein-Barr LMP1 NF-kappaB reporter inhibition; LMP1-induced NF-kappaB luciferase reporter cells, luminescence; inhibition, % at 12.5 µM; 0.69% of 350,000 active; AID 504558; in the data active means inhibition above about 41%;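 further: 0% = neutral control wells and 100% = reference inhibitor control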
# NCOA3 inh: inhibits human SRC3 coactivator; Q9Y6Q9; HEK293 GAL4-SRC3 luciferase reporter, luminescence; inhibition, % at 3.6 µM; 0.17% of 360,000 active; AID 588352;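 active means inhibition above a per-campaign cutoff, the mean of all compounds plus 3 SD, cut at about 60% in these data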;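 further: 0% = DMSO-treated cells and 100% = gossypol-treated cells at 36 µM; higher means less SRC3-driven luciferase light from the GAL4 reporter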
# Starred values were filed as active, the others as inactive; nt = not tested or not shown. Only part of the results is shown; rates above refer to the full screens.
SMILES,NCOA1 inh,NOD2 RIPK2 PPI,NR5A2 inv ag,TLR9-MyD88 block,NCOA2 inhibitor,TROY NFkB inh,TWEAK Fn14 block,TRAIL sens C8,COUP-TFII inh,EBV LMP1 NFkB,NCOA3 inh
CCOC(=O)c1sc2nc(C)nc(SC(C)C(=O)N(C)c3ccccc3)c2c1C (stereo not drawn),-4,-8,-7,-9,9,22,19,7,17,-2,7
COc1cc2c(cc1OC)CN(CC(=O)Nc1ccc(F)cc1)CC2,-31,-2,-24,-5,2,7,-24,14,-10,10,0
Cc1ccc(S(=O)(=O)Nc2ccccc2NS(=O)(=O)c2ccc(C)cc2)cc1,-7,-2,14,nt,3,40,-1,0,0,nt,-2
COc1ccc(NC(=O)c2ccc(CN3CCN(c4ccccc4)CC3)cc2)cc1OC,-34,-5,-14,-6,nt,13,-23,14,nt,7,-42
O=C(Cc1ccccc1)N/N=C/c1ccc(OC(=O)/C=C\c2ccco2)cc1,1,2,0,9,2,21,8,10,-4,-1,-6
COc1ccccc1C(=O)N1[C@@H](C(C)C)COc2cc(Br)ccc2S1(=O)=O,13,1,2,-6,10,17,21,10,17,6,-3
Cc1cccc(C)c1NC(=O)CN(C)C(=O)c1cccc(S(=O)(=O)N2CCN(c3ccccc3)CC2)c1,-9,7,4,0,-6,23,-8,-8,23,3,16
COC(=O)C(CC(C)C)N1CCC(=O)c2ccccc2S1(=O)=O (stereo not drawn),5,7,-3,-6,5,3,-4,11,6,-12,17
CCCCCCc1nc(C(N)=O)c2[nH]c(=O)n(-c3ccccc3F)c2n1,6,2,7,13,nt,-7,-10,-11,nt,10,0
Cc1cc(NC(=O)CCn2c(=O)sc3ccccc32)no1,-11,8,-1,3,16,1,-14,-14,3,4,-7
CCN(CC)CCN1C(=O)c2cccc3cc(N)cc(c23)C1=O,12,-13,13,-3,-35,-7,-19,5,1,-19,8
Cc1cc(C(=O)Nc2nc3ccc(S(C)(=O)=O)cc3s2)c(C)o1,-60,-14,-37,1,-60,16,11,21,-36,-6,-50
Cc1ccccc1C(=O)N1CCC(C(=O)NCCc2ccc(S(N)(=O)=O)cc2)CC1,5,-11,-15,-1,-3,9,9,6,6,-6,4
CCN(Cc1ccccc1)C(c1ccncc1)c1nnnn1C(C)(C)C (stereo not drawn),7,-1,-14,1,8,4,7,12,-3,1,17
Cc1ccc(F)c(S(=O)(=O)NC(=O)C2(C)CCN2C(=O)Cc2ccccc2Cl)c1 (stereo not drawn),-14,-4,15,nt,7,8,9,-11,2,nt,-47
COc1ccc(NC(=O)CN2CCN(Cc3ccc4c(c3)OCO4)CC2)cc1OC,5,6,22,2,-26,-1,-19,-12,5,-1,16
Cc1ccc(S(=O)(=O)Nc2cc(C(F)(F)F)ccc2N2CCOCC2)cc1,-15,-14,-3,-12,-24,-4,-12,2,12,-4,18
O=C(N/N=C/c1cccc(O)c1)c1ccc(NC(=O)C2CCCCC2)cc1,0,-2,-4,-7,6,-5,-18,-7,-1,-3,8
Cc1cc(NC(=O)CSc2nnc3c4c(C)c(C)sc4ncn23)no1,7,-4,5,-11,-7,4,-6,1,28,-3,5
Cc1cc(C(=O)N2CCN(Cc3ccccc3)CC2)ccc1[N+](=O)[O-],3,0,-5,-2,16,-2,-4,1,1,3,10
Cc1ccc(Cn2ncc3c(NCCCN4CCOCC4)ncnc32)cc1,-22,-7,-24,2,-23,8,-8,-4,1,5,6
CCCNC(=O)N1CCC(C(=O)c2ccc(Cl)cc2)CC1,-8,-15,-6,-4,14,-4,5,-3,8,-7,16
Cc1ccc(O)c(C(=O)C=Cc2ccccc2)c1,-2,14,-1,0,17,-24,54*,20,7,5,2
CCCC(=O)N(C)c1nnc(-c2ccc(OC)cc2)s1,-65,-7,-65,-10,-8,-28,-16,31,-37,-6,-45
Cc1ccc(S(=O)(=O)N2CCOCC2)cc1NC(=O)COc1cccc(Oc2ccccc2)c1,-18,0,3,3,-18,18,14,11,-8,7,11
CCc1ccc(NC(=O)Nc2cccc(OC)c2)cc1,-65,-2,-114,-9,-50,-34,38,28,-62,-20,-60
COc1ccc(NC(=O)c2c(-c3c(Cl)cccc3Cl)noc2C)c(OC)c1,9,-1,-6,-5,6,15,4,-29,13,-6,7
C=C1C(=O)O[C@H]2[C@H]1[C@H](OC(=O)/C(C)=C\C)C[C@]1(CO1)[C@@H]1[C@H](OC(C)=O)C=C(C)[C@]21O,-13,6,-4,-4,-30,11,16,18,-4,-7,-9
COc1ccc(S(=O)(=O)N2CCCCC2c2cc(C(=O)Nc3ccc(OC)cc3C)no2)cc1 (stereo not drawn),7,-9,8,nt,4,19,25,-15,0,nt,-4
COc1ccc(C2(CNC(=O)c3ccc(OC)c([N+](=O)[O-])c3)CCOCC2)cc1OC,-23,-4,27,-1,-8,5,-2,2,-21,0,-10
CN1C(=O)N(C)C2C1NC(=O)N2C (stereo not drawn),-9,1,12,-6,2,6,9,-10,6,-2,0
COc1cccc(/C=N/NC(=O)c2cnn(-c3ccccc3)c2N)c1,-96,-2,-89,-4,-56,-44,-35,5,-8,-18,-33
O=S(=O)(/N=C(\c1ccccc1F)N1CCCCC1)c1ccccc1,-14,-13,-1,-5,-9,0,-8,-4,1,-25,1
COc1ccc(S(=O)(=O)N2CCCCC2)cc1NS(=O)(=O)c1ccccc1,-3,-11,23,0,-8,0,-12,-7,5,2,16
O=C(c1cc(=O)[nH]c2ccccc12)N1CCN(S(=O)(=O)c2ccc3ccccc3c2)CC1,-6,5,5,10,8,-7,33,5,10,-11,5
COc1ccc(OC)c(S(=O)(=O)N2CCC(C(=O)N3CCc4ccccc4C3)CC2)c1,-5,-3,-12,2,13,30,17,13,-3,1,-8
Cc1onc(C(=O)NN)c1-c1csc(COc2ccccc2)n1,-11,-7,-18,-10,11,-1,1,5,-17,-4,9
C=C[C@@H]1c2ccccc2N(S(=O)(=O)c2ccc(C)cc2)[C@H](c2ccc(OC(C)=O)cc2)C1(C#N)C#N,2,-9,14,-6,7,35,32,15,2,-9,24
Cc1ccccc1NC(=O)CSc1ccc2nnc(-c3ccccn3)n2n1,2,-3,-1,6,-13,-8,4,-21,9,4,30
O=C(Cc1ccsc1)Nc1ccccc1F,6,-2,-9,2,-16,-9,19,4,-10,2,4
COc1cc2ccccc2ccc1=NO,48,4,36,-4,54*,22,62*,6,15,38,49
O=C(N/C(=C\c1ccc(Br)cc1)C(=O)N1CCOCC1)c1ccc([N+](=O)[O-])cc1,-1,-2,10,-1,16,-2,8,4,9,1,8
CCOC(=O)/C(C#N)=C/Nc1cc(OC)ccc1OC,5,3,32,6,5,1,2,-9,-8,-7,-4
CC(C)(C)OC(=O)CNC(=O)c1[nH]cnc1C(=O)NCCCCCN,-18,-7,6,-3,7,-5,-16,-4,3,8,-18
Cc1cc2c(NC(=O)Nc3ccccc3)cccc2nn1,16,-11,21,15,1,-13,3,0,-5,-1,29
CCc1ccc(N2C(=O)C(Cl)=C(N3CCOCC3)C2=O)cc1,-15,0,19,-10,-10,1,-22,-6,0,5,-15
CC(C)(C)OC(=O)N1CCc2onc(-c3ccc(N)cc3)c2C1=O,-9,-3,12,-6,17,13,14,-5,-3,0,-5
CCOC(=O)c1cnc(-c2ccccc2)nc1Oc1ccc(C)cc1,-7,-7,4,-7,12,-1,20,-8,9,1,-2
O=C(c1cc(-c2ccc(Cl)cc2Cl)on1)N1CCN(C(=O)c2ccco2)CC1,-39,0,-43,-6,-33,28,-24,2,-19,-7,-16
COc1ccc(CCn2c(NN=C(C)C)nc3c2c(=O)[nH]c(=O)n3C)cc1,-3,-2,9,2,1,7,-4,10,-3,4,2
O=S(=O)(Nc1ccc(Cl)cn1)c1cccc(S(=O)(=O)c2ccccc2)c1,-28,-5,-2,6,-5,-6,-20,-6,-1,1,9
CN(C)C=NC(=O)c1cccn1-c1ncc(C(F)(F)F)cc1Cl,19,2,-18,-10,-3,-27,-1,-2,0,4,13
COc1ccccc1CNC(=O)COc1ccc([N+](=O)[O-])cc1,-6,-9,-3,4,-12,3,-17,0,-2,3,7
COc1ccccc1NS(=O)(=O)c1cc(NC(=O)COc2ccccc2)ccc1N1CCOCC1,12,17,-15,1,0,6,10,-5,-12,9,-2

# By substructure: those above containing fluorine (7)
SMILES,NCOA1 inh,NOD2 RIPK2 PPI,NR5A2 inv ag,TLR9-MyD88 block,NCOA2 inhibitor,TROY NFkB inh,TWEAK Fn14 block,TRAIL sens C8,COUP-TFII inh,EBV LMP1 NFkB,NCOA3 inh
COc1cc2c(cc1OC)CN(CC(=O)Nc1ccc(F)cc1)CC2,-31,-2,-24,-5,2,7,-24,14,-10,10,0
CCCCCCc1nc(C(N)=O)c2[nH]c(=O)n(-c3ccccc3F)c2n1,6,2,7,13,nt,-7,-10,-11,nt,10,0
Cc1ccc(F)c(S(=O)(=O)NC(=O)C2(C)CCN2C(=O)Cc2ccccc2Cl)c1 (stereo not drawn),-14,-4,15,nt,7,8,9,-11,2,nt,-47
Cc1ccc(S(=O)(=O)Nc2cc(C(F)(F)F)ccc2N2CCOCC2)cc1,-15,-14,-3,-12,-24,-4,-12,2,12,-4,18
O=S(=O)(/N=C(\c1ccccc1F)N1CCCCC1)c1ccccc1,-14,-13,-1,-5,-9,0,-8,-4,1,-25,1
O=C(Cc1ccsc1)Nc1ccccc1F,6,-2,-9,2,-16,-9,19,4,-10,2,4
CN(C)C=NC(=O)c1cccn1-c1ncc(C(F)(F)F)cc1Cl,19,2,-18,-10,-3,-27,-1,-2,0,4,13

# Looked up one by one from the entries so far, 2 records:
SMILES,NCOA1 inh,NOD2 RIPK2 PPI,NR5A2 inv ag,TLR9-MyD88 block,NCOA2 inhibitor,TROY NFkB inh,TWEAK Fn14 block,TRAIL sens C8,COUP-TFII inh,EBV LMP1 NFkB,NCOA3 inh
Cc1ccc(S(=O)(=O)Nc2ccccc2NS(=O)(=O)c2ccc(C)cc2)cc1,-7,-2,14,nt,3,40,-1,0,0,nt,-2
CN(C)C=NC(=O)c1cccn1-c1ncc(C(F)(F)F)cc1Cl,19,2,-18,-10,-3,-27,-1,-2,0,4,13
